HEK293 tox: Cytotoxic Profiling in HEK 293 Cell Line of Diverse Libraries Using Quantitative High-Throughput Screening | Potency, µM (top dose mostly 115 µM), inactives show at the top dose activity change, negative = cytotoxicity, hits mostly inhibitors | hit rate 6.6% among 94,000 | HEK 293 viability, ATP luminescence (CellTiter-Glo), 48-72 h; note: potency is the fitted concentration of half-maximal effect; nearly all actives have a fitted effect of over 60% in size
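ATP-coupled CellTiter-Glo luminescence served as viability read-out, recorded 10 min after reagent addition at room temperature. HEK 293 cells, 250 cells/well, had been incubated with pintool-transferred compound for 48 or 72 hr at 37 degree Celsius.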
FLuc inh: Firefly luciferase inhibition profiling of diverse chemical library using quantitative high-throughput screening; purified P. pyralis luciferase, luminescence, biochemical; hit rate 2.5% among 76,000; Potency, µM (highest dose often 115 µM), for the others: at the top dose activity change, negative = inhibition, most hits filed as inhibitors; Luciferin 4-monooxygenase (Photinus pyralis), P08659; note: potency is the fitted concentration of half-maximal effect; nearly all actives have a fitted effect of over 65% in size
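Luminescence read by CCD imaging after purified firefly luciferase (10nM final) was added to substrate buffer holding 10uM D-luciferin and 10uM ATP, pH 7.5, pre-dosed with compound.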
SNCA expr inh: Primary qHTS assay for inhibitors of alpha-synuclein gene (SNCA) expression; HEK-293 SNCA-luciferase knock-in, luminescence, 24 h; Potency, µM (series often up to 57.2 µM), inactives show at the highest dose activity change, negative = inhibition, usual class: inhibitors; hit rate 0.17% among 140,000;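 note: potency is the fitted concentration of half-maximal effect; plate controls were DMSO cells for no effect and cell-free wells for full effect; nearly all actives have a fitted effect of over 45% in size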
GPT2 inhibitor: Primary qHTS assay for inhibitors of Glutamate pyruvate transaminase 2 (GPT2); Recombinant GPT2, coupled pyruvate oxidase/HRP Amplex Red fluorescence; hit rate 0.25% among 100,000; Alanine aminotransferase 2 (Homo sapiens), Q8TD30; AID 1671188, 2021; Potency, µM (doses to about 57.7 µM), for inactives: at the highest dose activity change, negative = inhibition, most hits filed as inhibitors; note: potency is the fitted concentration of half-maximal effect; nearly all actives have a fitted effect of over 60% in size; many of its hits are not listed in these tables
Target sequence (Q8TD30 whole entry, looked up): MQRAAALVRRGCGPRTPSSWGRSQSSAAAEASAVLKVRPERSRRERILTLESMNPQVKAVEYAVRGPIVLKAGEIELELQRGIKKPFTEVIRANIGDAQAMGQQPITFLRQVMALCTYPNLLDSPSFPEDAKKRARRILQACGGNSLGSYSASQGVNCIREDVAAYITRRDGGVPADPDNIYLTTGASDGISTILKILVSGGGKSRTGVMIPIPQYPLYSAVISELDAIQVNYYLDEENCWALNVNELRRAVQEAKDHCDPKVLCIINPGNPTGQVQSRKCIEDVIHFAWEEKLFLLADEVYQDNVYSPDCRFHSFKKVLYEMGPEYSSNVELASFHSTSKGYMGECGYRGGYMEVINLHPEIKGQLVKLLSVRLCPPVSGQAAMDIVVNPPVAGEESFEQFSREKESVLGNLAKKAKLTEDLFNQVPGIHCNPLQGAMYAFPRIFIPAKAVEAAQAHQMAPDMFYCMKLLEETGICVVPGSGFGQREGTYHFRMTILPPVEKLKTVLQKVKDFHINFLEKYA
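Inhibition is scored from Amplex Red fluorescence generated when pyruvate oxidase and HRP act on pyruvate released by GPT2. Reactions contain 10ng/uL enzyme, 250uM a-KG and 2mM L-alanine and run 30 min at room temperature.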
HEK293 viab: GF-AFC viability counterscreen for inhibitors of alpha-synuclein gene (SNCA) expression; HEK-293-SNCA-luc viability, GF-AFC fluorescence, 24 h; Potency, µM (doses to about 57.1 µM), for inactives: at the highest dose activity change, negative = cytotoxicity, usual class: cytotoxic; hit rate 0.12% among 150,000;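 note: potency is the fitted concentration of half-maximal effect; 0% = DMSO-treated cells and -100% = medium-only wells without cells; nearly all actives have a fitted effect of over 30% in size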
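Cytotoxicity counterscreen: after 24 h compound treatment of genome-edited SNCA-luciferase HEK-293 cells, live-cell protease substrate GF-AFC read by fluorescence after 30 min; activity scaled between DMSO (0%) and medium-only (-100%), curves Hill-fitted.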
NIH3T3 tox: Cytotoxic Profiling in NIH 3T3 Cell Line of Diverse Libraries Using Quantitative High-Throughput Screening | NIH 3T3 viability, CellTiter-Glo ATP luminescence, 48-72 h | hit rate 4.3% among 94,000 | Potency, µM (top dose mostly 96.7 µM), without a hit: at the top dose activity change, negative = cytotoxicity, hits mostly inhibitors | AID 1345082, 2018; note: potency is the fitted concentration of half-maximal effect; nearly all actives have a fitted effect of over 55% in size
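Luminescent ATP readout (CellTiter-Glo, 10 min RT) after 48 or 72 hr compound exposure of NIH 3T3 cells seeded at 400 cells/well in 1536-well format; quantitative HTS.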
IP6K1 inhibitor: Primary qHTS assay for small molecule inhibitors of Inositol hexaphosphate kinase 1 (IP6K1) | Inositol hexakisphosphate kinase 1 (Homo sapiens), Q92551 | IP6K1 kinase, ADP-Glo luminescence, 2 h; hits give low values | activity change, % (series mostly up to about 58 µM) | hit rate 0.81% among 140,000 | AID 1645851, 2021; in the data active = activity change below about -25%
Target sequence (Q92551 whole entry, looked up): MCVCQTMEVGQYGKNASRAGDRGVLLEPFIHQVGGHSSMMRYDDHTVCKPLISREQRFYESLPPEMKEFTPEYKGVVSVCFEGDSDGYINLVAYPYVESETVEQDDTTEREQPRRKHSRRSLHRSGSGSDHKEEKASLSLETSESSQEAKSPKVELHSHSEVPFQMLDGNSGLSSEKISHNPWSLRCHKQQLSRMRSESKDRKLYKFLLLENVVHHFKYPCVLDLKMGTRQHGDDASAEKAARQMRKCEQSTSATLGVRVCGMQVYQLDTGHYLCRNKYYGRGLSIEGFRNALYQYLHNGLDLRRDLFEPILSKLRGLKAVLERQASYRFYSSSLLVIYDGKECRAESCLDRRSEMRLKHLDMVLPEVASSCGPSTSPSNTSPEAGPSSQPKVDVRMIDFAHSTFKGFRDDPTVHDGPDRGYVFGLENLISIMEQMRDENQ
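ADP-Glo luminescence measures ADP made by human IP6K1 during a 2 h RT reaction with ATP/IP6 (mix at 1.3 mM/130 uM); top library doses 57.5 and 19.1 uM final.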
* hit, by the source's call; i = inactive; u = inconclusive; x = no result given; [ ] = another dose, or the depositor's remark. Unless noted, calls come from the whole dose curve; as a rule, active = well fitted curve in the direction sought with a large enough effect; inconclusive = small, poorly fitted or top-dose-only effect, or another doubt; inactive = no such curve, though single readings can be large; an effect the other way counts as inactive or inconclusive. Unless noted, % is set by controls: 0 for no effect and ±100 for the full control effect. The list is partial, so the mix of outcomes need not match the whole.

Structure,HEK293 tox,FLuc inh,SNCA expr inh,GPT2 inhibitor,HEK293 viab,NIH3T3 tox,IP6K1 inhibitor
O=C1CC(c2ccccc2)N(Cc2ccncc2)CCCN(C(=O)c2ccc3ncccc3c2)CCN1 (configuration not stated),u,-10%,-5%,i,-6%,u,7
Cn1cccc1CN1CCCC12Cc1ccccc1CNC2=O (configuration not stated),u,x,4%,i,4%,u,-4
Cc1nnc(N2CCN(c3ccccc3F)CC2)c2c1nnn2Cc1ccc(F)cc1,x,x,9%,x,1%,x,5
CCCCC(=O)N1CC(=O)Nc2ccc(F)cc2C1c1ccc(F)cc1 (configuration not stated),x,x,-22%,x,-10%,x,-16
COc1cccc(CN2Cc3cc(NC(=O)COc4ccccc4)ccc3OC(C)C2=O)c1 (configuration not stated),u,-2%,-17%,-16%,-17%,u,2
CCc1ccc(NC(=O)N2CC(C)Oc3ccc(C)cc32)cc1 (configuration not stated),x,x,27%,x,-6%,x,14
CCCCC(=O)OC1=C(C(=O)c2ccccc2)N(CC)S(=O)(=O)c2ccccc21,x,x,u,x,u,x,11
O=C(NC1CCCN(c2ccc3nnc(-c4ccccc4)n3n2)C1)c1ccc(Cl)nc1 (configuration not stated),28µM*,x,x,x,x,u,-9
Nc1nc2c(ncn2[C@@H]2O[C@@H]3COP(=O)(O)O[C@H]3[C@H]2O)c(=O)[nH]1,x,x,x,i,5%,x,22
CCCSc1nnc(NC(=O)c2cc(=O)c3ccccc3o2)s1,x,x,4%,x,1%,x,-6
CC(=O)Nc1ccc(S(=O)(=O)NC[C@@H]2C=C(C)[C@H](CC(=O)N3CCCC3)C[C@H]2C(C)C)cc1,-22%,2%,7%,-14%,-29%,u,19
Cc1cccc(C(=O)N2CCC3(CCC(=O)N(C(C)C(=O)O)C3)CC2)c1 (configuration not stated),6%,5%,3%,i,5%,i,0
COc1ccc(Cl)cc1NC(=O)CSc1cn(CC(=O)N2CCCCCC2)c2ccccc12,x,x,-18%,x,-28%,x,1
CO[C@H]1C(=O)N(C(C)C)[C@H]1C1CCN(Cc2cn[nH]c2-c2ccccc2)CC1,-10%,x,-6%,i,-11%,-26%,7
O=C(NCCc1c[nH]c2ccc(Cl)cc12)C1CC(=O)N(c2n[nH]c3ccccc23)C1 (configuration not stated),u,8%,u,-10%,-6%,u,6
c1ccc(-c2nnc3ccc(NC4CCCCC4)nn23)nc1,u,2%[172 µM],10%[87.6 µM],i,-1%[87.6 µM],u,-13
CC(=O)N1CCNc2cc(NCc3ccc(F)cc3)ncc2C1,-55%[172 µM],u,18%[87.6 µM],2%[88.5 µM],-26%[87.6 µM],-43%[138 µM],-15
Cn1cnc(S(=O)(=O)N2CCCC(Cc3noc(C4CC4)n3)C2)c1 (configuration not stated),4%,2%,19%,4%,5%,i,0
CNC(=O)[C@@H]1CN(C(=O)Cc2cccc(Cl)c2)C[C@H]1CO,-9%,-2%,15%,i,u,i,6
Cc1nc(CC2CCN(C(=O)C3CCC3)CC2)n[nH]1,2%,5%,6%,3%,-1%,i,-4

Profiles as entered above.
COc1ccc(Cl)cc1NC(=O)CSc1cn(CC(=O)N2CCCCCC2)c2ccccc12 is listed with HEK293 tox: x; FLuc inh: x; SNCA expr inh: -18%; GPT2 inhibitor: x; HEK293 viab: -28%; NIH3T3 tox: x; IP6K1 inhibitor: 1
CC(=O)N1CCNc2cc(NCc3ccc(F)cc3)ncc2C1 is listed with HEK293 tox: -55%[172 µM]; FLuc inh: u; SNCA expr inh: 18%[87.6 µM]; GPT2 inhibitor: 2%[88.5 µM]; HEK293 viab: -26%[87.6 µM]; NIH3T3 tox: -43%[138 µM]; IP6K1 inhibitor: -15

The list goes on:
Compound,HEK293 tox,FLuc inh,SNCA expr inh,GPT2 inhibitor,HEK293 viab,NIH3T3 tox,IP6K1 inhibitor
COc1ccccc1OC(C)C(=O)NCC1(N2CCOCC2)CCCCC1 (configuration not stated),x,x,u,x,-2%,x,21
COC(=O)CCSc1nc2sc3c(c2c(=O)n1Cc1ccccc1)CCC(C(C)(C)C)C3 (configuration not stated),x,x,2%,x,-4%,x,-5
COc1ccccc1N1CCN(C(=O)c2ccc3c(c2)CCN3S(=O)(=O)c2ccccc2)CC1,x,x,u,x,2%,x,10
CC(C)Cc1nn2cc(-c3cccc(Br)c3)nc2s1,x,x,u,x,17%,x,1
N#Cc1cccc(NC(=O)c2cc3c(s2)-c2ccc(Cl)cc2SC3)c1,x,x,-2%,x,27%,x,-50*
Cc1cc(Cl)ccc1S(=O)(=O)N1CCCC(Cn2cnc3cccnc32)C1 (configuration not stated),u,-5%,3%,2%,-7%,u,5
O=C(NCC1CCCO1)c1ccc2c(c1)CC(=O)N2Cc1ccccc1 (configuration not stated),1%,-19%,-12%,u,-27%,u,10
CN(Cc1cccnc1)C1CCOc2ccccc21 (configuration not stated),u,-3%[172 µM],7%[87.6 µM],-11%[88.5 µM],-6%[87.6 µM],-23%[138 µM],-7
Cc1ccc(C2Cn3nnc(-c4nc(-c5ccccc5Cl)no4)c3CO2)c(C)c1 (configuration not stated),7%,-7%,u,1%,9%,i,4
COc1ccc(-c2nn(-c3ccc(F)cc3)c3c2cnc2cc4c(cc23)OCO4)cc1,x,x,u,x,-2%,x,17
O=[S+]([O-])(c1ccccc1)N1CCc2nc(C3CC3)nc(-c3ccc(Cl)cc3)c2C1,-20%,4%,16%,3%,-7%,-1%,-6
CNS(=O)(=O)c1ccc(CN2CC3(CCNCC3)CC2C(=O)O)cc1 (configuration not stated),i,-7%,-18%,-6%,-1%,1%,-1
N[C@H](C(=O)O)[C@@H](O)c1ccc(O)c(O)c1,x,x,-12%[25.6 µM],i,-5%[23.9 µM],x,-7
CCN(CC)C(=O)[C@@H]1CCC[C@@H](NC(=O)c2ccccc2)CN(C)C(=O)C1,-5%[172 µM],0%[172 µM],26%[87.6 µM],i,-4%[87.6 µM],i,-7
CCOCCNC(=O)CNC(=O)c1ccc(-c2cnc3ccccc3c2)cc1,u,x,x,x,x,-20%,2
CN(C)CC(O)c1cc2n(n1)CCN(C(=O)CCc1ccc(=O)[nH]n1)C2 (configuration not stated),i,-4%,-9%,2%,-4%,0%,-2
CCN(C(=O)c1cn(CC)c(=O)c2cc(OC)c(OC)cc12)c1ccc(C)c(C)c1,x,x,1%,x,-11%,x,0
COc1ccccc1Cc1nc2ccccc2nc1SCC(=O)N1CCC(C)CC1,x,x,u,x,u,x,12
O=C(Cc1ccsc1)NC1CCN(c2cc(C(F)(F)F)ncn2)CC1,2%,2%,17%,3%,-3%,-24%,-14
O=C(c1ccc(F)cc1)N1CCCC(C(=O)N2CCC(c3nc4ccncc4[nH]3)C2)C1 (configuration not stated),i,x,2%,-7%,1%,-6%,24
CN1CCN(C(c2ccccc2Cl)c2sc3nc(-c4ccco4)nn3c2O)CC1 (configuration not stated),x,x,-5%,x,5%,x,43
CCN(Cc1ccccc1)C(=O)Cn1c(=O)n(-c2ccc(Cl)c(Cl)c2)c(=O)c2c(C)c(C(=O)N(C)C)sc21,x,x,13%,x,-3%,x,5
CC(C)(C)NC(=O)C[C@@H]1CCNC[C@@H]1Cc1cc(-c2ccc(C(C)(C)C)cc2)on1,13µM*,-12%[172 µM],u,-2%[88.5 µM],u,22µM*,13
O=c1cc(O)cc(/C=C/c2ccc(O)c(O)c2)o1,x,x,-15%,6.3µM*,-6%,x,x
O=C(NCCC1=CCCCC1)c1ccc2c(c1)N(Cc1ccc(F)cc1)C(=O)c1ccccc1S2(=O)=O,x,x,-2%,x,-8%,x,9
Cc1ncsc1CN1CC(Oc2cccc(C(=O)NCC3CC3)c2)C1,u,-16%,12%,i,-27%,-9%,-6
CCc1nc(N(C)Cc2nccn2Cc2ccccc2)c2cnn(C)c2n1,-22%,4%,-3%,-10%,2%,-37%,3
COc1ccc(CNC(=O)C2CCN(S(=O)(=O)c3cn(C)cn3)CC2)cc1,x,x,12%,x,9%,x,-1
COCCN1Cc2[nH]nc(-c3ccc(OC)c(F)c3)c2CC1=O,2%[172 µM],12%[172 µM],2%[87.6 µM],-5%[88.5 µM],-1%[87.6 µM],79µM*,33
CCCCN1C(=O)CC[C@H]2CN(C(=O)Cc3c[nH]c(=O)n(C)c3=O)CC[C@H]21,-9%,-2%,-3%,u,-11%,-15%,1
Cc1cc(CNC(=O)[C@@H]2CCC[C@@H](NCc3cccc(Cl)c3)CN(C)C(=O)C2)no1,0%[172 µM],3%[172 µM],2%[87.6 µM],1%[88.5 µM],-8%[87.6 µM],3%[174 µM],5
CC1(C)CC1(C(=O)N1CCc2c(nc(N)[nH]c2=O)C1)c1cccs1 (configuration not stated),-14%,-26%,3%,4%[11.5 µM],0%,2%,16
CCOc1ccccc1C1NC(=O)N(CC(=O)Nc2c(C)cccc2C)C2=C1C(=O)OC2 (configuration not stated),-1%,5%,-23%,-5%,2%,-8%,-1
CC(C)C(=O)Nc1ccccc1C(=O)OCc1cc(=O)n2nc(C3CC3)sc2n1,x,x,5%,x,12%,x,39
COc1ccc2cc(-c3[nH]ncc3CN3CCN(c4cccc(C)n4)CC3)ccc2c1,20µM*,u,26%,-4%,-24%,28µM*,36
Cc1ccc(C(=O)NC2CCN(c3ccc(F)cc3)C2=O)cc1C (configuration not stated),-20%,5%,14%,1%,-3%,3%,-6
O=C(NC1CCN(C(=O)N2CC3CC(C2)[C@H]2CCCC(=O)N2C3)CC1)c1ccc2ncccc2c1 (some centres not stated),2%,-3%,7%,i,-1%,3%,23

From PubChem
